HCV inh: inhibitors of hepatitis C virus infection; Huh7.5.1 HCVcc-Cre infection, luciferase reporter, 44 h; AID 651820; 340,000 compounds, 3.4% hits; Potency, µM (top dose mostly 41.8 µM), inactives show top-dose activity change, negative = inhibition, actives largely listed as inhibitors
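A cell-based infection assay in which seeded cells (1,000 per well) receive test compound after 4 h, are inoculated with HCVcc-Cre at approximately 0.5 moi, and are incubated 44 h before luminescence detection.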
LmPK inh: blocks Leishmania mexicana pyruvate kinase activity | purified LmPK, Kinase-Glo ATP luminescence, 1 h | Potency, µM (doses to about 57.5 µM), inactives show top-dose activity change, negative = inhibition, actives largely listed as inhibitors | 290,000 compounds, 0.37% hits | AID 1721
Target sequence (Q27686 whole entry, looked up): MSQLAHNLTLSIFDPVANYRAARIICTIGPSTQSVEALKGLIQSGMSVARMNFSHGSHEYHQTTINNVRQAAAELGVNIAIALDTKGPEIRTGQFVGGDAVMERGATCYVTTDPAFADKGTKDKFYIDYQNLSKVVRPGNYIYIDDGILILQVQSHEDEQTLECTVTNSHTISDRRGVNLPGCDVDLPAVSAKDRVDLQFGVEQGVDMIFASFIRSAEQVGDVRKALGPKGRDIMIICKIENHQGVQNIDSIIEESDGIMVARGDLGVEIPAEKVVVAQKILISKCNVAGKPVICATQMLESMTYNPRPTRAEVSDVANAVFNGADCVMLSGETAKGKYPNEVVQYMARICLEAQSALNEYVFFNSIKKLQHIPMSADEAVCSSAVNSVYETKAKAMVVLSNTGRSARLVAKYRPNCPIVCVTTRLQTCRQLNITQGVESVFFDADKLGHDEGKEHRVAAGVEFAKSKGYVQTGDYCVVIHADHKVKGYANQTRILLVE
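Kinase-Glo luminescence read after 1 h RT reaction of 0.1 nM LmPK with 0.5 mM PEP and 0.1 mM ADP. Activity scaled between uninhibited and enzyme-free controls.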
Pf growth 96h: P. falciparum growth inhibition at 96 hours | P. falciparum luciferase reporter growth, 96 h | 320,000 compounds, 6.9% hits | AID 504834 | Potency, µM (highest dose often 28.7 µM), inactives show top-dose activity change, negative = inhibition, most hits filed as inhibitors
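96 h incubation, 37 C, 5% CO2, of luciferase-reporter P. falciparum-infected RBCs (2% hematocrit, 0.05% parasitemia final) with test compounds; endpoint luminescence.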
Tb PYK inh: inhibitors of Trypanosoma brucei pyruvate kinase | Potency, µM (doses to about 76.8 µM), inactives show top-dose activity, negative = inhibition, most hits filed as inhibitors | 410,000 compounds, 0.12% hits | TbPYK enzyme, Kinase-Glo Plus ATP luminescence, 45 min | AID 624173 | Q57TT1; note: nearly all actives have a fitted effect of over 50% in size
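Luminescent Kinase-Glo Plus end-point after 45 min room-temperature reaction of T. brucei pyruvate kinase started with 130 uM ADP (final). Buffer TEA 50 mM pH 7.2 with KCl, MgCl2, BSA, Tween-20; titration-based qHTS with fitted concentration-effect curves.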
Pf growth 48h: inhibits P. falciparum growth in the first generation, 48 h; P. falciparum luciferase growth in erythrocytes, 48 h; Potency, µM (doses to about 28.7 µM), without a hit: at the top dose activity change, negative = inhibition, hits mostly inhibitors; 310,000 compounds, 5.9% hits; AID 504832
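A one-generation exposure of luciferase-tagged malaria parasites in RPMI 1640/Albumax erythrocyte culture, 37 C and 5% CO2. Inhibition is inferred from decreased luminescence after adding detection reagent.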
Sm TGR block: inhibitors of Schistosoma mansoni thioredoxin glutathione reductase | Q962Y6 | purified TGR, DTNB reduction, TNB absorbance 405 nm | Potency, µM (top dose mostly 114 µM), for the others: at the highest dose activity change, negative = inhibition, usual class: inhibitors | 360,000 compounds, 3% hits | AID 485364; note: nearly all actives have a fitted effect of over 60% in size
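Kinetic colorimetric format: TGR-catalysed, NADPH-driven DTNB reduction monitored via TNB absorbance. Enzyme dispensed at 20 nM; compound exposure 15 min at room temperature before reaction start.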
An asterisk follows results filed as active; ? = inconclusive; . = no result given; & = joins results of further samples; [ ] = another dose, or the depositor's remark. Calls come from the whole dose curve; as a rule, active = well fitted curve in the direction sought with a large enough effect; inconclusive = small, poorly fitted or top-dose-only effect, or another doubt; inactive = no such curve, though single readings can be large; an effect the other way counts as inactive or inconclusive. % is set by controls: 0 for no effect and ±100 for the full control effect; potency is the fitted concentration of half-maximal effect.

Compound | HCV inh | LmPK inh | Pf growth 96h | Tb PYK inh | Pf growth 48h | Sm TGR block
Cn1c(=O)n(C)c2cc([N+](=O)[O-])c(N3CCN(S(=O)(=O)c4ccc5ccccc5c4)CC3)cc21 | ? | 1% | ? | -4% | ? | 0%
COC(=O)c1ccccc1NC(=O)c1cc(-c2ccc(O)cc2)on1 | 14% | -1% | 25% | -1% | . | 0%
O=C(Nc1cccc(S(=O)(=O)N2CCOCC2)c1)c1cc2c(s1)CCC2 | ? | 3% | . | 1% | -12% | -13%
COc1cccc(C(=O)NNS(=O)(=O)c2ccc(F)cc2)c1 | -21% | -1% | ? | -9% | 23% | -15%
Cc1ccc(C(=O)NCC(=O)O)o1 | 24% | -1% | 22% | -5% | 13% | -3%
COc1cccc(CN2CCNC(=O)C2CC(=O)NC2CCCCCCC2)c1 (stereo not given) | 6% | 1% | ? | 0% | ? | ?
Cc1ccc(OCC(=O)N2CCN(Cc3ccc4c(c3)OCO4)CC2)cc1C | -27% | 1% | -14% | 19% | 14% | -17%[57.1 µM]
CCCCNS(=O)(=O)c1ccc2nc(SCC(=O)N3CC(C)OC(C)C3)[nH]c2c1 (stereo not given) | -14% | -1% | -37% | -8% | . | 2%
CN(C(=O)c1ccncc1)c1nnc(-c2cccnc2)s1 | -5% | 1% | ? | -1% | 25% | -6%
CN(Cc1nc2ccccc2n1C)C(=O)c1ccco1 | 1% | -10% | 1.7µM* | -8% | 15% | 0%
CCn1cc(C(=O)NCc2ccc(C)o2)c2cc(OC)c(OC)cc2c1=O | ? | 3% | . | 1% | 8% | ?
Cc1ccc(-n2ncc3c2CCCC3NC(=O)c2ccccc2N2CCOCC2)cc1C (stereo not given) | -27% | -12% | -1% | -4% | ? | 0%

The list continues:
Compound | HCV inh | LmPK inh | Pf growth 96h | Tb PYK inh | Pf growth 48h | Sm TGR block
c1cncc(CNc2ncnc3sc4c(c23)CCCC4)c1 | ? | -4% | 157%[activator] | 0% | -11% | 0%
C/C(=N/NC(=O)c1cc(Cl)ccc1O)C12CC3CC(CC(C3)C1)C2 | -5% | 2% | ? | -11% | ? | -1%
COc1cc(C2CC(=O)c3c(ccc4ccccc34)N2)ccc1O (stereo not given) | 1% | 2% | 2% | 3% | 4% | -11%
COc1ccc(C2=NN(c3nc4ccccc4s3)C(=O)/C2=C\N(C)C)cc1 | -4% | -1% | 49%[activator] | -3% | 3% | -21%
CC1NC(=O)N(C)[C@@H]2NC(=O)N(C)C(c3ccc([N+](=O)[O-])cc3)[C@@H]12 (stereo not given in full) | 17% | 4% | ? | 0% | 32% | -11%
O=C(CNS(=O)(=O)c1ccc(Cl)cc1)OCC(=O)N1CCCc2ccccc21 | 4% | 5% | -9% | -7% | 15% | 6%
CC(C)N=C(Nc1ccc(Cl)cc1)c1cccnc1 | 14% | -5% | 15% | -8% | 1% | -24%
COc1cc(CNC(=O)C2CCC(=O)N(C3CCCCCC3)C2)cc(OC)c1 (stereo not given) | -10% | -3% | ? | 5% | 30% | -10%
Cc1cc(NC(=O)COC(=O)c2cccc(O)c2)no1 | 13% | -3% | 18% | 1% | 26% | 11%
N#C/C(=C\c1cccc(Br)c1)C(=O)N1CCCCC1 | 26% | 7% | 12% | 2% | 4% | ?
O=C(O)C1CSC(c2coc3ccccc3c2=O)N1 (stereo not given) | 10% | -2% | ? | -11% | -8% | 2.5µM*
CCCCn1c(O)c(C(C)=NCCCN(CC)CC)c(=O)[nH]c1=O | -3% | -2% | ? | -9% | ? | 41%[activator]

Entries of single compounds as entered above:
Listed for Cc1cc(NC(=O)COC(=O)c2cccc(O)c2)no1 → HCV inh: 13%; LmPK inh: -3%; Pf growth 96h: 18%; Tb PYK inh: 1%; Pf growth 48h: 26%; Sm TGR block: 11%
Listed for COC(=O)c1ccccc1NC(=O)c1cc(-c2ccc(O)cc2)on1 → HCV inh: 14%; LmPK inh: -1%; Pf growth 96h: 25%; Tb PYK inh: -1%; Pf growth 48h: .; Sm TGR block: 0%

Other structures
Compound | HCV inh | LmPK inh | Pf growth 96h | Tb PYK inh | Pf growth 48h | Sm TGR block
COc1ccc(NC(=O)Cc2ccccc2F)cc1S(=O)(=O)N1CCCCC1 | ? | . | ? | 4% | ? | -2%
COc1ccc(/C=C/C(=O)Nc2cccc(N3CCOCC3)c2)cc1OC | ? | -1% | ? | 1% | ? | -14%
CCOC(=O)N/N=C/c1cc(C)n(-c2cccc3ccccc23)c1C | -12% | 1% | 9.3µM* | -2% | 12µM* | -2%
CCCCOC(=O)C1CCCC(C)N1 (stereo not given) | 9% | -6% | -22% | -3% | . | 1%
Cc1ccc(N)cc1S(=O)(=O)N(C)C | ? | 3% | -20% | -1% | -4% | 11%
O=C(Nc1cccc(Cl)c1)c1ccc(OC(=S)N2CCOCC2)cc1 | 13µM* | -5% | -11% | -6% | 370%[activator] | -1%
CC(=O)Nc1nc(C)c(C(C)=O)s1 | 8% | 2% | 61%[activator] | ? | . | -8%
O=C(Nc1ccccc1O)c1ccc(Cl)cc1 | -17% | -16% | ? | 4% | 5.9µM* | -5%
COCC(C)n1c(SCc2cc(C(=O)OC)c(C)o2)nc2ccccc2c1=O (stereo not given) | 11µM* | 3% | ? | -4% | 48%[activator] | 1%
Cc1cccc(N(C)C(=O)C2CCCN2S(=O)(=O)c2cccc3nsnc23)c1 (stereo not given) | 4% | -4% | ? | 0% | -10% | -3%
CNS(=O)(=O)c1ccc(NC(=O)c2ccoc2C)cc1 | 8% | -20% | ? | -4% | 55%[activator] | .
O=C(N/N=C/c1ccccc1Cl)c1cccc(F)c1 | 14% | ? | 74%[activator] | -12% | 123%[activator] | 12%

(listing goes on)
Compound | HCV inh | LmPK inh | Pf growth 96h | Tb PYK inh | Pf growth 48h | Sm TGR block
COc1ccccc1NC(=O)Nc1nc(CC(=O)N2CCN(c3ccccc3)CC2)cs1 | 13µM* | . | ? | 2% | 12µM* | -12%
Cc1nc(N2CCN(C(=O)c3cccs3)CC2)c2c3c(sc2n1)CCCC3 | 11µM* | -2% | 23% | -15% | ? | 8%
Cc1cccc(N(C(=O)CCC(=O)Nc2cc(C)on2)C(C(=O)NC2CCCC2)c2cccnc2)c1 (stereo not given) | 9% | -4% | -3% | 0% | -30% | 28%
Cc1ccc(NS(=O)(=O)c2cccc3nsnc23)cc1[N+](=O)[O-] | 16% | 6% | 1% | -8% | ? | -1%
CCn1c(CNc2ccccc2Cl)nnc1SCCN1CCCCC1 | -13% | -1% | -13%[5.75 µM] | 1% | -18% | ?
Cc1nc2ccccc2c(=O)n1/N=C1\C(=O)N(C)c2ccccc21 | . | 4% | 37%[activator] | . | ? | -7%[57.1 µM]
Cc1cc(C)c(NC(=O)c2ccc3c(c2)CCN3S(C)(=O)=O)c(C)c1 | -6% | 0% | 10% | 2% | 3% | 0%
O=C(NNC(=O)c1ccc(Br)cc1)c1ccncc1 | 15% | 3% | 11% | 5% | 40%[activator] | 4%
Cc1cccc(NC(=O)CSc2nc(C3CC3)nc3ccccc23)c1 | -18% | -3% | -10% | -21% | ? | -1%
O=C(CN1C(=O)COc2ccccc21)NCCCN1CCc2ccccc2C1 | -25% | 3% | -2% | -6% | -2% | 0%
CCOC(=O)/C(C#N)=C\C=C1C=CN(C)C=C1 | -3% | -11% | 212%[activator] | -7% | 157%[activator] | 0%
CCCCN(CC)CCCNC(=O)c1ccc(CSc2nc3ccncc3[nH]2)cc1 | 12% | -3% | ? | 1% | ? | -2%

Further compounds:
Compound | HCV inh | LmPK inh | Pf growth 96h | Tb PYK inh | Pf growth 48h | Sm TGR block
COc1ccc2nc3cc(Cl)ccc3c(Nc3cc(CN4CCCC4)c(O)c(CN4CCCC4)c3)c2n1 | . | ? | ? | . | 0.052µM* | 0%
CC(C)(C)OC(=O)N1CCC[C@@H]1C(=O)N1CCC(C(=O)O)CC1 | 11% | 0% | -16% | 0% | 25% | 2%
COc1ccc(NC(=O)Cn2c(-c3ccccc3)cn(-c3ccc(C)cc3)c2=O)cc1 | 8% | 5% | 32% | -7% | . | -14%
Cc1cc(C)nc(/N=C(\N)Nc2cccc([N+](=O)[O-])c2)n1 | ? | -1% | 10µM* | 4% | ? | -3%
COc1ccc(C(=O)N/C(=C/c2ccco2)C(=O)N2CCCCCC2)cc1 | -19% | 1% | -52% | -27% | -16% | 45µM*
CC(=O)Nc1ccc2sc(NC(=O)CN3CCOCC3)nc2c1 | 13% | 5% | ? | -3% | 16% | -21%
CCn1c(SCC#N)nc2c(c1=O)C1(CCCC1)Cc1ccccc1-2 | ? | 4% | -28% | 5% | -25% | -27%
CC(C)=CC(=O)Nc1nc2ccc([N+](=O)[O-])cc2s1 | -15% | -1% | 11% | -7% | ? | 9%
O=C(CN1C(=O)C2CC=CCC2C1=O)Nc1nc2ccccc2[nH]1 (stereo not given) | 11% | -3% | 19µM* | -9% | 10% | 4%
CCNC(=O)NC(=O)C(C)On1nnc2ccc(S(=O)(=O)N(CC)CC)cc21 (stereo not given) | -3% | -4% | 2% | 1% | 2% | -1%
COc1ccc(CC(=O)NCc2ccccc2)cc1S(=O)(=O)N1CCOCC1 | -8%&17% | -2% | ? | 5% | -13% | 8%
Nc1ccc2nc(COc3ccccc3)[nH]c2c1 | 4% | 1% | 7.4µM* | -3% | 49%[activator] | -2%

Next part:
Compound | HCV inh | LmPK inh | Pf growth 96h | Tb PYK inh | Pf growth 48h | Sm TGR block
Cc1[nH]c(=O)c(C(=O)/C=C/c2ccccc2F)c2c1CCCC2 | 2.5µM* | 2% | 5.2µM* | 6% | 3.3µM* | 100µM*
Cc1onc(-c2ccccc2)c1CNS(=O)(=O)c1ccccc1[N+](=O)[O-] | 0% | -1% | ? | -22% | 1% | 5%
CC1CCCN(C(=O)/C(=C/c2ccco2)NC(=O)c2ccccc2)C1 (stereo not given) | 5% | 9% | 36%[activator] | -16% | -12% | -27%
Cc1ccc(-c2nn3cnnc3c3ccccc23)cc1C | 14% | 1% | ? | 1% | ? | 4%

Grouped by structure, the compounds so far containing a Cl atom (eight)
Compound | HCV inh | LmPK inh | Pf growth 96h | Tb PYK inh | Pf growth 48h | Sm TGR block
C/C(=N/NC(=O)c1cc(Cl)ccc1O)C12CC3CC(CC(C3)C1)C2 | -5% | 2% | ? | -11% | ? | -1%
O=C(CNS(=O)(=O)c1ccc(Cl)cc1)OCC(=O)N1CCCc2ccccc21 | 4% | 5% | -9% | -7% | 15% | 6%
CC(C)N=C(Nc1ccc(Cl)cc1)c1cccnc1 | 14% | -5% | 15% | -8% | 1% | -24%
O=C(Nc1cccc(Cl)c1)c1ccc(OC(=S)N2CCOCC2)cc1 | 13µM* | -5% | -11% | -6% | 370%[activator] | -1%
O=C(Nc1ccccc1O)c1ccc(Cl)cc1 | -17% | -16% | ? | 4% | 5.9µM* | -5%
O=C(N/N=C/c1ccccc1Cl)c1cccc(F)c1 | 14% | ? | 74%[activator] | -12% | 123%[activator] | 12%
CCn1c(CNc2ccccc2Cl)nnc1SCCN1CCCCC1 | -13% | -1% | -13%[5.75 µM] | 1% | -18% | ?
COc1ccc2nc3cc(Cl)ccc3c(Nc3cc(CN4CCCC4)c(O)c(CN4CCCC4)c3)c2n1 | . | ? | ? | . | 0.052µM* | 0%

High-throughput results from PubChem BioAssay.

Rows were taken by chance. Share with any hit: about 16%.
